Glioma ERSR ind: inducers of ER stress response in human glioma cells; U87-MG GRP78 promoter luciferase reporter, 16 h; 0.02% of 420,000 active; AID 602332; Potency, µM, for the others: at the top dose activation, hits mostly activators; further: potency means the concentration at half of the fitted maximal effect; series mostly up to about 76 µM; % of control where 0% means no effect; nearly all actives have a fitted effect of over 35% in size
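Stably transfected U87-MG human glioma cells carrying a GRP78-based luminescent sensor were seeded at 1000 cells/well, pin-dosed with compounds and incubated 16 h. Luciferase reagent was then added, and end-point luminescence was read after 10 min at room temperature.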
D1 ag: human D1 receptor agonism. activation, % at 2 µM. 1% of 360,000 active. HEK293 T-REx D1 cells, calcium flux, agonist mode. P21728; in the data active means activation above about 30%; further: 0% is about no effect
Target sequence (P21728 whole entry, looked up): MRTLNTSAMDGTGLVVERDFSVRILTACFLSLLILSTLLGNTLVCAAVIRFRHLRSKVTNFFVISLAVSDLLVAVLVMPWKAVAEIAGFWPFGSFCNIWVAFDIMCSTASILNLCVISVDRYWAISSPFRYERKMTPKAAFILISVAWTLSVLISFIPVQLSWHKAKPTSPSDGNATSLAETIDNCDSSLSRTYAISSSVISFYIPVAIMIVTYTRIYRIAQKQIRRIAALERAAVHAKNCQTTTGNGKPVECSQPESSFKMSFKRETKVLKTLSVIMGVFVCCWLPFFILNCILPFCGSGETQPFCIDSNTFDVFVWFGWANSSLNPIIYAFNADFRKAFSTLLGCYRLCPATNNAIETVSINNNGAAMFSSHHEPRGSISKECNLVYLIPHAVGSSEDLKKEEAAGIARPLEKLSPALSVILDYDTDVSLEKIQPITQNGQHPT
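Agonism was scored from calcium flux recorded over 180 s (1 read/s) after pintool compound addition, following a 10-cycle baseline. Cells were inducible force-coupled HEK293 TREx D1, plated overnight at 30 C and loaded with no-wash calcium dye.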
D1 potentiator: human D1 dopamine receptor positive modulation. AID 504651. P21728. 0.036% of 360,000 active. HEK293 TREx D1 cells, calcium flux, dopamine EC20 potentiation. potentiation, % at 10 µM; in the data active means potentiation above about 30%; further: 0% is about no effect
RXFP1 antagonist: antagonists of human relaxin receptor RXFP1. HEK293-RXFP1, relaxin-stimulated cAMP HTRF, 30 min; stronger effect = lower value. Q9HBX9. 0.59% of 350,000 active. AID 1259400. activity change, negative = inhibition, % at 57.5 µM;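 active means activity change of -60% or lower, but not beyond a set lower limit; inconclusive means change between -60% and -40%, or beyond the set limit; inactive means change above -40%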; further: on the % scale 0 is the no-effect control and ±100 the full control effect
RXFP1 ag: RXFP1 (human) receptor agonism | Q9HBX9 | HEK293T-RXFP1 cAMP TR-FRET, 30 min; response scale: percent of porcine relaxin response, buffer zero | Potency, µM (highest dose often 57.5 µM), for inactives: at the top dose activation, actives largely listed as activators | 0.3% of 370,000 active; further: potency means the concentration at half of the fitted maximal effect; on the % scale 0 is the no-effect control and ±100 the full control effect; nearly all actives have a fitted effect of over 60% in size; many of its hits are not listed in these tables
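cAMP rise read by TR-FRET after 30 min, 37C compound exposure (up to 58 uM) in RXFP1-transfected HEK293 cells with Ro 20174 present. EC50 from Hill-equation fits, with 29 nM porcine relaxin as 100% and buffer as basal.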
Vif-A3F inh: inhibitors of Vif-A3F interaction. HeLa A3F-eYFP + Vif (tagged APOBEC3F with the HIV-1 protein that degrades it), YFP fluorescence increase. Potency, µM (titrated, usually from 46.1 µM), for the others: at the highest dose activity, negative = active. 0.2% of 390,000 active; further: potency means the concentration at half of the fitted maximal effect; % of control where 0% means no effect; nearly all actives have a fitted effect of over 65% in size
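Fluorescence increase (Ex 488/Em 500-530) after overnight compound treatment at 37 deg C flags inhibition of Vif-driven A3F-eYFP loss in stable HeLa A3F-eYFP/Vif cells seeded overnight beforehand.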
D1 antag: human D1 dopamine receptor antagonism; HEK293 TREx D1 cells, calcium flux, dopamine EC80; stronger effect = lower value; activity change, negative = inhibition, % at 10 µM; 3.2% of 360,000 active; AID 504652; in the data active means activity change below about -30%; further: on the % scale 0 is the no-effect control and ±100 the full control effect
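Using tetracycline-induced force-coupled D1 Hek293 cells and a calcium dye, signals were followed for 180 s after compound, then for 180 s after EC80 dopamine, to detect inhibitors.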
D2 PAM: positively modulates the human D2 dopamine receptor allosterically | AID 485347 | 0.34% of 340,000 active | potentiation, % at 10 µM | P14416 | HEK293 T-REx D2, calcium flux, EC20 dopamine potentiation;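 active means potentiation over 3 SD above the plate norm, cut at about 30% in these data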; further: 0% is about no effect
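Primary screen. Calcium kinetics in induced HEK293 T-REx D2 cells: compound pre-addition 180 s, EC20 dopamine, 180 s more.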
Vif-A3G inh: inhibitors of Vif-APOBEC3G interaction; HeLa A3G-eYFP + Vif (tagged APOBEC3G with the HIV-1 protein that degrades it), YFP fluorescence, overnight; Potency, µM (highest dose often 46.1 µM), inactives show top-dose activity, negative = active, most hits filed as inhibitors; 0.076% of 410,000 active;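 further: potency means the concentration at half of the fitted maximal effect; on the % scale 0 is the no-effect control and ±100 the full control effect; nearly all actives have a fitted effect of over 60% in size; hits raise eYFP signal because A3G escapes Vif-driven loss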
Target sequence (Q9HC16 whole entry, looked up): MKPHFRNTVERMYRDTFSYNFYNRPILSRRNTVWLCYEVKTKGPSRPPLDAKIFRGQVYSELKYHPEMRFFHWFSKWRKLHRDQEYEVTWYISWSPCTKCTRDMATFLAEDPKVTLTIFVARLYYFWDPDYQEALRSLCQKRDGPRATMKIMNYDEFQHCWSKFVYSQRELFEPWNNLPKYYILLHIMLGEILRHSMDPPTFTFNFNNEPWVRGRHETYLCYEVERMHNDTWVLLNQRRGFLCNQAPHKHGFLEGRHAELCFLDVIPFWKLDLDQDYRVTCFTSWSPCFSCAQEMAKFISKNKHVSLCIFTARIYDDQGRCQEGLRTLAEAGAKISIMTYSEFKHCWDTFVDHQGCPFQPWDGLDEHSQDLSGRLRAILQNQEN
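Read-out is eYFP fluorescence (Ex 488/Em 500-530) from Vif-expressing HeLa A3G-eYFP cells; more signal means A3G escaped Vif-mediated degradation. Cells plated overnight, compound pinned in, incubated overnight at 37 deg C.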
Active calls of the source: *; ? = inconclusive; . = not tested or not shown; & = joins results of further samples. Unless noted, the call rests on the fitted dose curve; in most records, active means well fitted curve in the direction sought with a large enough effect; inconclusive means small, poorly fitted or top-dose-only effect, or another doubt; inactive means no such curve, though single readings can be large; an effect the other way counts as inactive or inconclusive. A portion of the library. The share of hits here may be higher or lower than overall.

SMILES	Glioma ERSR ind	D1 ag	D1 potentiator	RXFP1 antagonist	RXFP1 ag	Vif-A3F inh	D1 antag	D2 PAM	Vif-A3G inh
O=C(O)c1cccc(NC(=O)c2cc(NC(=O)c3ccccc3)cc(NC(=O)c3ccccc3)c2)c1	-1%	8	-2	2	2.0%	-2%	15	1	-6%
CCOC(=O)c1ccc(NC(=S)NCc2cccnc2)cc1	0%	13	-6	1	0.3%	-9%	-19	4	7%
Cc1ccc(CNC(=O)C2CCCN(c3nc4c(C)cc(C)cc4s3)C2)cc1 (centres undefined)	0%	0	-1	-1	0.0%	-2%	13	0	4%
Cc1c(C)n(CCCN(C)C)c2ncnc(Nc3ccc(F)cc3)c12	4%	4	-5	-7	0.0%	-15%	-2	3	1%
CC1=C(C(=O)N2CCOCC2)C(c2ccc(C)cc2)NC(=S)N1 (centres undefined)	-1%	4	0	4	-0.4%	-3%	-16	4	0%
Cc1cccc(NC(=O)NCc2ccc3c(c2)cc(C)n3C)c1	-2%	19	18	.	8.7%	0%	39	5	-6%
Cc1cc(=O)oc(C)c1C(=O)N1CCN(C(c2ccccc2)c2ccccc2)CC1	-1%	0	-6	-23	-0.6%	.	-7	18	2%
COc1ccccc1NC(=O)CNC(=O)c1ccc([N+](=O)[O-])cc1	3%	-2	-6	0	0.5%	-12%	.	-3	-1%
COc1cc(NC(=O)Cn2cnc3c(nc4n3CCCCC4)c2=O)cc(OC)c1OC	-4%	4	-3	9	11%	2%	25	-11	3%
Cc1ccc(N2CCN(c3ncccc3[N+](=O)[O-])CC2)c(C)c1	1%	5	5	-20	0.8%	-1%	1	-7	-1%
Cc1nc2ccc(-c3nc4cc(N)ccc4o3)cc2[nH]1	-14%	2	-5	27	18%	-12%	-17	10	-6%
NC(=O)c1c(NC(NC(=O)c2ccco2)C(=O)c2ccc(Cl)cc2)sc2c1CCCC2 (centres undefined)	0%	1	2	-10	-0.8%	7%	15	-5	0%
O=C(NC1CCCCC1)C(c1ccccc1)N1CCCC1 (centres undefined)	-3%	3	-5	4	-0.6%	1%	5	.	2%
C=C(C)COc1ccc(-c2nc(N)ncc2-c2ccc(Br)cc2)c(O)c1	7%	3	-7	-3	1.9%	-4%	2	8	-9%
O=C(NCc1nnc(SCC(=O)N2CCN(c3ccccc3)CC2)o1)c1c(F)cccc1F	-5%	5	-3	-2	0.1%	-23%	-11	10	-1%
O=C(COC(=O)c1ccc(S(=O)(=O)N2CCCC2)cc1)Nc1ccc(Cl)cc1	-6%	1	0	1	-1.8%	6%	3	0	-8%
C#CCOCCOCCOCCNc1nc(N2CCN(C(=O)[C@H](Cc3cc4ccccc4[nH]3)n3cc([C@@H](N)C(C)CC)nn3)CC2)nc(N2CCN(C(=O)[C@H](CCCCN)n3cc([C@@H](N)CO)nn3)CC2)n1 (some centres undefined)	.	0	-4	.	3.5%	.	-35*	-5	.
CC(C)(C)C(=O)NC(=S)Nc1ccccc1C(=O)NC1CCCCC1	-2%	0	5	0	-0.8%	11%	-8	5	0%
Cc1[nH]n(-c2ccccc2)c(=O)c1C=Nc1ccc(S(=O)(=O)N=C(N)N)cc1	0%	3	-12	0	-1.1%	12%	9	-2	-2%
C[C@@H]1CCC(=O)N(CC[C@H](Sc2ccc(Br)cc2)c2ccccc2)CC1	?	16	-4	.	-0.8%	-7%	-27	-4	-17%&-16%
CCCCN(C(=O)c1cc(Cl)nc2ccccc12)c1c(N)n(CCC)c(=O)[nH]c1=O	1%	.	.	5	.	-3%	.	.	1%
COC(=O)c1cc(C(=O)OCC(=O)Nc2ccccc2OC(F)F)cc([N+](=O)[O-])c1	-2%	0	-5	4	2.3%	4%	-5	-1	0%
CN(C)CCCOc1ccc2c(c1)Sc1ccccc1CC2=O	-3%	79*	-6	.	5.2%	-24%	-60*	10	0%
Cc1cc(C)nc(SCC2COc3ccccc3O2)n1 (centres undefined)	8%	3	-12	2	3.0%	0%	-5	25	-1%
CN(CC(=O)Nc1cccc2ccccc12)C(=O)c1cccc(S(=O)(=O)N(C)C)c1	-5%	3	-6	10	0.6%	3%	0	1	-2%
Cc1[nH]c2ccc(C(=O)N3CCCC3)cc2c1C	-3%	1	-2	3	-1.6%	4%	1	4	2%
CC(C)Oc1ccc(CCc2n[nH]c(=S)n2Cc2ccccc2)cc1	-1%	4	-4	27	-3.4%	-14%	-10	12	0%
CC(Oc1ccc(Cl)cc1)C(=O)OCC(=O)Nc1ncc(Cl)cc1Cl (centres undefined)	-4%	29	3	-15	1.0%	1%	-10	2	-5%
C=C(C)C(=O)Nc1cccc(C2=NOC3(C2)C[C@@H](C(N)=O)N(C(=O)c2ccc(OC)cc2)C3)c1 (some centres undefined)	0%	1	-7	.	0.0%	10%	-33*	-6	0%
N#Cc1ccccc1COC(=O)c1cccc(S(=O)(=O)N2CCCC2)c1	-2%	.	.	7	.	-9%	.	.	-1%
Cc1cc(C)cc(-n2c(=O)c3ccccc3n(CC(=O)NCC3CCCO3)c2=O)c1 (centres undefined)	-1%	-3	-2	4	2.6%	1%	-4	-2	0%
O=C(CSc1nc2ccccc2o1)Nc1nc2ccc(Br)cc2s1	-1%	3	-8	-9	-1.4%	-2%	6	2	-1%
Cc1ccc(N=Nc2c(C)[nH]n(C(N)=S)c2=O)cc1C	3%	-2	-3	-4	-2.0%	0%	-18	18	-2%
CCC(c1nnnn1C(C)(C)CC)N(CCN1CCOCC1)Cc1cc2cc(C)ccc2[nH]c1=O (centres undefined)	-3%	1	10	-4	-1.3%	1%	-2	-9	-6%
COc1cc(NC(=O)CSCC(=O)N(C)C2CCCCC2)cc(OC)c1	-5%	4	10	0	1.6%	1%	10	-2	0%
CN(CC(=O)Nc1cccc(S(=O)(=O)N2CCCC2)c1)CC(=O)Nc1ccc(Cl)c(C(F)(F)F)c1	-2%	6	3	0	3.5%	-10%	-9	-8	-6%
CCOc1cc(NC(=S)NCCCOC)c(OCC)cc1NC(=O)c1cccs1	3%	1	1	-20	-1.7%	1%	-12	-1	-4%
Cc1ccc(-n2nc(C)c(C(=O)NCCCN3CCN(c4ccc(F)cc4)CC3)c2-n2cccc2)cc1	-6%	0	-1	.	-1.5%	3%	5	.	-7%
CCOc1ccc(CCNC(=O)c2csc3c2CCCCC3)cc1	-3%	6	-1	.	-1.0%	0%	22	-1	3%
Oc1ccc(Br)cc1/C=N/Nc1nc(N2CCCCC2)nc(N2CCOCC2)n1	-3%	3	-3	3	2.1%	-15%	-3	-8	-3%
CC(C)OCCCNc1ncnc2sc3c(c12)CCCC3	0%	7	2	.	9.8%	2%	-9	-1	-4%
COc1cccc(NS(=O)(=O)c2ccc3c(c2)N(C(C)=O)CCS3)c1	-4%	7	-8	28	2.4%	-16%	0	3	-8%
CCn1c(SCc2nc3ccccc3[nH]2)nnc1-c1cnccn1	2%	-2	2	3	-0.4%	-5%	3	1	-3%
Cn1c(CCCCCN)nc2ccccc21	-4%	3	3	17	0.8%	.	19	21	0%
CCc1cc2c(=O)n(Cc3ccco3)c(SCC(=O)N3CCCc4ccccc43)nc2s1	-1%	1	-2	-1	2.7%	7%	-9	-5	-3%
CC1(C)C(C=C(Cl)Cl)C1C(=O)N(Cc1ccccc1Cl)C1CCS(=O)(=O)C1 (centres undefined)	-1%	2	-2	-7	0.5%	5%	-3	.	2%
COc1ccc(CCn2c(-c3cccc([N+](=O)[O-])c3)nc3nc4ccccc4nc32)cc1	-2%	.	.	16	.	-3%	.	.	0%
CC(=O)N1CCN(S(=O)(=O)c2cccc(C(=O)Nc3nccs3)c2)CC1	0%	1	-4	3	-0.8%	-2%	-3	.	1%
CCc1ccc(NC(=O)N2CCN(C(=O)c3nsc4ccccc34)CC2)cc1	-2%	0	-3	-17	-0.9%	3%	-23	-5	6%
Cc1cc(NC(=O)CSc2nnc(Cc3cccn3C)n2CCc2ccccc2)no1	-4%	1	-3	.	3.9%	6%	-3	1	-5%
COc1cccc(N2CC(NC(=O)C(=O)c3c(C)[nH]c4ccccc34)CC2=O)c1 (centres undefined)	0%	4	-1	-25	0.4%	-1%	-3	7	0%
Cc1sc2nc(COC(=O)c3c(F)cccc3F)[nH]c(=O)c2c1C	1%	0	5	-8	1.7%	4%	0	-4	1%
CCOc1ccc(S(=O)(=O)N/N=C(\C)c2ccc(Cl)c(Cl)c2Cl)cc1	1%	4	-4	-2	-0.8%	-20%	1	6	-20%
Cc1ccc(C(=O)Nc2cccc(C(F)(F)F)c2)cc1Nc1cnccn1	-5%	0	0	.	4.6%	-3%	19	0	5%
CCN1CCCC1CNC(=O)c1cc2c(-c3cccc(OC)c3)nn(C)c2s1 (centres undefined)	4%	3	-4	-9	-0.1%	-1%	0	.	4%
COc1ccc(CN2C(=O)CN=C2Nc2cc(C)ccc2C)cc1	-5%	1	8	13	0.2%	3%	-1	9	-22%
COC(=O)c1ccc(-n2nnc(-c3nc(-c4ccccc4Cl)no3)c2C)cc1	.	2	-1	-5	-1.4%	.	-12	-2	.
CCn1c(C)[n+](CCCS(=O)(=O)[O-])c2cc(Cl)c(Cl)cc21	-1%	1	0	4	11%	-11%	5	-3	-1%
CCOC(=O)c1c(NC(=O)c2cc(-c3ccc(Cl)s3)nc3ccccc23)sc(C(N)=O)c1C	-6%	2	-2	-7	1.9%	1%	6	-10	1%
CC(=O)c1c(O)c2ccccc2n(Cc2ccccc2)c1=O	-3%	1	6	0	0.3%	8%	-4	-10	-12%
CC(C)c1cc(C(=O)N2CCCC(N3CCN(c4ccc(F)cc4)CC3)C2)no1 (centres undefined)	-4%	1	-1	9	0.4%	-6%	3	-2	0%
NC(=O)C1CCN(S(=O)(=O)c2cc3c4c(c2)CCN4C(=O)CC3)CC1	-6%	0	-6	-2	0.3%	0%	-11	3	0%
